# HT1080 IDH1KD tx: kills HT-1080 cells with IDH1 knockdown. HT-1080 IDH1 knockdown viability, ATP luminescence, 48 h. Potency, µM (titrated, usually from 46.1 µM), for the others: top-dose activity, negative = toxicity, hits mostly cytotoxic. hit rate 2% among 360,000;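 further: potency means the concentration at half of the fitted maximal effect; 0% = DMSO wells and -100% = cell-free medium wells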
#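 In this qHTS, HT-1080 cells depleted of IDH1 are exposed for 48 h at 37 °C to compound titrations. Toxicity is scored from CellTiter-Glo luminescence, with DMSO as full viability and medium alone as none.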
# IL-1B inflam inh: blocks inflammasome-driven IL-1 beta release | THP-1 LPS/ATP IL-1B secretion, AlphaLISA, 16 h; active compounds read low | activity change, % at 57.5 µM | hit rate 4.7% among 360,000 | AID 743279; in the data active means activity change below about -50%; inconclusive means mostly about -30% to -49%; further: on the % scale 0 is the no-effect control and ±100 the full control effect
#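 Secreted IL-1B measured by AlphaLISA bead assay after 16 h compound exposure of THP-1 cells; compounds (final up to 57.5 uM) added 1 h before LPS (250 ng/mL) and ATP (1.25 mM) stimulation; lower signal means less secretion.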
# MCF10A rerep: induces DNA re-replication in MCF 10a normal breast cells; MCF 10A DNA re-replication, Hoechst nuclear intensity, 48 h; Potency, µM (series often up to 46.1 µM), for inactives: at the highest dose activity, positive = re-replication, most hits filed as activators; hit rate 2.9% among 350,000; AID 624296; further: potency means the concentration at half of the fitted maximal effect; % of control where 0% means no effect; nearly all actives have a fitted effect of over 50% in size
# SW480 rereplic: inducers of DNA re-replication in SW480 colon cancer cells. SW480 DNA re-replication, Hoechst DNA content imaging, 48 h. Potency, µM (series often up to 46.1 µM), without a hit: at the top dose re-replication activation, actives largely listed as activators. hit rate 1.8% among 340,000. AID 624297; further: potency means the concentration at half of the fitted maximal effect; % of control where 0% means no effect; nearly all actives have a fitted effect of over 55% in size
#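 Cells (250 per well) received 23 nL compound or DMSO by pin tool and were kept 48 hr at 37 C, 5% CO2. Nuclei were then stained with Hoechst for 40 min and scanned for DNA content.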
# KB-3-1 cytotox: kills parental KB-3-1 adenocarcinoma cells | KB-3-1 viability, CellTiter-Glo ATP luminescence, 72 h | Potency, µM (highest dose often 46.1 µM), inactives show at the top dose activity change, negative = cytotoxic, hits mostly cytotoxic | hit rate 1.4% among 400,000 | AID 1347075; further: potency means the concentration at half of the fitted maximal effect; on the % scale 0 is the no-effect control and ±100 the full control effect; nearly all actives have a fitted effect of over 60% in size
#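 Cytotoxicity measured as CellTiter-Glo luminescence after 72 h at 37 C. Compound titrations were pinned onto drug-naive KB-3-1 parental adenocarcinoma cells grown in DMEM with 10% FBS, and normalized data fitted to concentration-response curves.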
# ATXN viability: reduces viability in counter-screen for ATXN expression inhibitors. hit rate 0.49% among 400,000. S2 cells (HEK-293 line with an ATXN2-luciferase reporter) viability, CellTiter-Fluor protease fluorescence, 24 h. Potency, µM (doses to about 56.7 µM), actives largely listed as cytotoxic. AID 651635; further: potency means the concentration at half of the fitted maximal effect; nearly all actives have a fitted effect of over 40% in size
# HT1080NT lethal: kills 2HG-producing HT-1080-NT fibrosarcoma cells | HT-1080-NT fibrosarcoma viability, CellTiter-Glo ATP luminescence, 48 h | Potency, µM (doses to about 46.1 µM), inactives show at the highest dose activity, negative = less viability, usual class: cytotoxic | hit rate 1.6% among 360,000;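 further: NT is the 2HG producing partner of a matched IDH1 knockdown line; potency means the concentration at half of the fitted maximal effect; 0% = DMSO-treated cells and -100% = media-only wells without cells; nearly all actives have a fitted effect of over 55% in size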
#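 Viability of the 2HG-overproducing fibrosarcoma line after 48 hours of compound exposure at 37 degrees C was determined by luminescence with CellTiter-Glo, and concentration-effect curves were then fitted and categorized.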
# ATXN2 expr inh: reduces ATXN2 reporter expression in HEK-293 cells; HEK-293 ATXN2-luciferase reporter, luminescence, 24 h; Potency, µM (top dose mostly 57 µM), for inactives: at the highest dose activity change, negative = inhibition, most hits filed as inhibitors; hit rate 0.72% among 360,000; further: potency means the concentration at half of the fitted maximal effect; on the % scale 0 is the no-effect control and ±100 the full control effect; nearly all actives have a fitted effect of over 55% in size
#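 qHTS (up to 57 uM final) was run with 24 h compound exposure of reporter cells at 37 °C. Each well was multiplexed: SteadyGlo luminescence measured ATXN2-luciferase expression after a fluorogenic Gly-Phe-AFC viability readout (25 uM final).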
# KB-V1 cytotox: KB-V1 MDR subline cytotoxicity; KB-V1 MDR cells viability, CellTiter-Glo, 72 h; Potency, µM (top dose mostly 46.1 µM), for inactives: at the highest dose activity change, negative = cytotoxicity, usual class: cytotoxic; hit rate 3.4% among 400,000; further: potency means the concentration at half of the fitted maximal effect; on the % scale 0 is the no-effect control and ±100 the full control effect; nearly all actives have a fitted effect of over 60% in size
#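 Cells of the MDR subline KB-V1 are plated, dosed with compound at multiple concentrations, and incubated 72 h at 37 degrees C; CellTiter-Glo is then added and luminescence read after 10 min.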
# * = called active by the depositor; i = inactive; ? = inconclusive; · = not tested or not shown; & = joins results of further samples; [ ] = another dose, or the depositor's remark. Unless noted, the call rests on the fitted dose curve; in most records, active means well fitted curve in the direction sought with a large enough effect; inconclusive means small, poorly fitted or top-dose-only effect, or another doubt; inactive means no such curve, though single readings can be large; an effect the other way counts as inactive or inconclusive.
SMILES	HT1080 IDH1KD tx	IL-1B inflam inh	MCF10A rerep	SW480 rereplic	KB-3-1 cytotox	ATXN viability	HT1080NT lethal	ATXN2 expr inh	KB-V1 cytotox
S=C(NCCCN1CCOCC1)Nc1cccc(Cl)c1	4.5%	1.3	3.7%	-4.2%	-3.8%	i	1.1%	-23.2%	-7.3%
CC1(NC(=O)Nc2cccc3ccccc23)CCS(=O)(=O)C1 (stereo not given)	13.4%	-0.7	3.6%	-2.3%	8.5%	i	0.6%	0.0%	-10.8%
O=C(COc1ncnc2ccccc12)NCc1ccc2c(c1)OCO2	-1.2%	15.2	2.7%	-5.2%	-4.3%	i	-3.4%	-0.9%	2.2%
CSc1ncccc1C(=O)OCC(=O)N1CCOCC1	7.9%[9.24 µM]	14.9	-2.7%	0.7%	15.3%	i	1.0%	-9.6%	6.1%
COc1ccc(N2CC(C(=O)N/N=C/c3ccc(C)cc3)CC2=O)cc1 (stereo not given)	2.31µM*	57.0	2.31µM*	5.17µM*	1.84µM*	?	3.26µM*	?	1.46µM*
CC(On1nnc2ccccc21)C(=O)N1CCN(Cc2ccccc2)CC1 (stereo not given)	13.2%	-6.2	-0.3%	0.2%	11.0%	i	18.1%	-10.5%	?
Cc1ccc(Oc2cc(NC(=O)CCCn3nc(C)c([N+](=O)[O-])c3C)cc([N+](=O)[O-])c2)cc1	-6.1%	-26.2	17.6%	-1.4%	?	?	-2.3%	-22.8%	10.3µM*
Cc1ccc(N(C(=O)CNC(=O)c2ccco2)C(C(=O)NC2CCCCC2)c2cccnc2)c(C)c1 (stereo not given)	20.1%	-9.1	9.9%	?	-3.9%	i	-0.1%	2.6%	-3.0%
O=C(CNS(=O)(=O)c1cccs1)N1CCc2ccccc2C1	0.8%	8.6	-0.4%	-0.1%	-14.1%	i	1.7%	70.4%[activator]	-3.3%
Cc1cc(C)c(S(=O)(=O)N2CCCCC2C(=O)O)c(C)c1 (stereo not given)	-1.1%	22.2	14.0%	2.3%	-24.0%	i	1.4%	·	5.9%
CC1CN(c2nc3ccccn3c(=O)c2/C=C(\C#N)C(=O)N2CCOCC2)CC(C)O1 (stereo not given)	15.4%	10.9	6.3%	-22.7%	3.3%	?	6.5%	-0.1%	1.0%
CC(=O)Nc1ccc(S(=O)(=O)Nc2ccc(Nc3ccccc3)cc2)cc1	0.0%	-12.5	15.0%	-6.6%	-14.1%	i	-2.8%	·	11.0%
CC(=O)C[C@H]1c2cc(C(F)(F)F)ccc2S(=O)(=O)N1C1CCCCC1	-2.1%	?	-15.7%	?	?	i	-1.4%	-4.5%	?
O=C(CN1C(=O)C(=O)N(Cc2ccco2)C1=O)NC1CCCCC1	8.4%	4.4	-10.8%	-0.2%	5.7%	i	16.8%	6.0%	1.1%
OCCNc1ncnc2c1ncn2[C@H]1CN(C2CCCC2)C[C@@H](CO)O1	12.5%	22.2	·	·	13.3%	i	4.3%	-2.8%	-0.2%
CC1(C(=O)NCc2cccc3ccccc23)CCN1Cc1cccc2c1OCO2 (stereo not given)	?	?	·	·	?	i	?	0.0%	?
O=C(CSc1ccc([N+](=O)[O-])cc1)Nc1cccc(S(=O)(=O)Nc2ccccc2F)c1	-16.5%	17.9	?	1.5%	-18.5%	i	-16.5%	-37.7%	-1.4%
Nc1ncnc(N(c2ccccc2)C2CCCCC2)c1[N+](=O)[O-]	-5.1%	-11.7	1.4%	13.1%	-21.1%	i	-0.2%	-11.3%	16.6%
C/C(N)=C(/C#N)C(=O)COC(=O)c1ccccc1Cc1ccccc1	-4.5%	34.0	?	-26.7%	-12.2%	i	-21.2%	·	?
CCCCn1nnnc1NCc1cccs1	0.2%	-3.7	17.8%	-4.1%	0.7%	i	4.7%[9.24 µM]	-3.1%	12.9%
CC(C)NC(=O)N1CCC(c2nc3ccccc3s2)CC1	0.0%	25.8	-7.7%	15.0%	-7.6%	i	6.3%	·	1.6%
O=C(CBr)N1CCc2ccccc2C(c2ccccc2)C1 (stereo not given)	20.6µM*	15.1	0.0%	-54.2%	5.2%	i	25.9µM*	5.8%	-8.3%
O=[N+]([O-])c1ccc(C(=S)N2CCC(Cc3ccccc3)CC2)cc1	0.6%	-5.2	?	-0.3%	0.3%	i	1.1%	-1.9%	0.9%
CC1CCCCN1S(=O)(=O)c1ccc(S(=O)(=O)N2CCN(c3ccccc3)CC2)cc1 (stereo not given)	2.0%	4.6	-175.9%[0.0737 µM]	-5.3%	-2.7%	i	-0.2%	?	-1.5%
CCOc1ccc(N2C(=O)CC(n3nc(C)cc3C)C2=O)cc1 (stereo not given)	5.1%	-2.3	-0.3%	1.6%	-6.6%	i	0.5%	5.5%	2.9%
CCOC(=O)c1cc(=O)n(Cc2ccccc2C)c2ccccc12	-1.2%	-5.8	1.5%	?	5.2%	i	-0.9%	-3.7%	?
C/C(=N\NC(=O)CNC(=O)c1ccncc1)c1ccc(C)cc1	7.9%	16.3	1.7%	0.5%	1.5%	i	4.9%	-4.7%	13.5%
COc1ccccc1NC(=O)c1ccc(NC(=O)c2nc3nccc(C)n3n2)cc1	3.0%	-28.3	-2.6%	-12.7%	20.2%	i	-8.6%	-23.8%	0.0%
O=C(CCC(=O)NNC(=O)COc1ccc(Br)cc1Br)NCc1ccccc1	0.0%	-8.8	5.8%	2.5%	?	i	-17.7%	-19.5%	3.8%
COc1ccccc1C1=NNC(=NCc2ccccc2)SC1	3.6%	?	0.7%	-6.4%	1.3%	i	13.0%	-4.3%	-24.1%
CCN(CC)S(=O)(=O)c1ccc(N/N=C(\C)c2ccc(OC)cc2O)nc1	?	243.5	2.9%	?	?	i	?	·	?
CCn1c(C)[n+](CCOCC[n+]2c(C)n(CC)c3cc(Cl)c(Cl)cc32)c2cc(Cl)c(Cl)cc21	4.0%	9.7	26.0%	4.6%	7.0%	i	11.5%	8.1%	-32.1%
CNS(=O)(=O)c1cnccc1N1CCN(C)CC1	12.2%	4.1	-3.7%	-691.7%[inhibitor]	15.0%	?	27.6%	-1.8%	-9.7%
Cc1onc(C(=O)NN)c1C(=O)N1CCN(C(c2ccccc2)c2ccccc2)CC1	?	9.9	-10.1%	?	-12.8%	i	-25.9%	1.8%	2.2%
O=C(NCCN1CCCCCC1)C1CC(=O)N(CCc2ccccc2)C1 (stereo not given)	6.3%	0.0	2.6%	-1.4%	7.8%	i	7.1%	4.7%	13.3%
Cc1nnsc1C(=O)N/N=C/c1c(F)cccc1Cl	16.4%	2.2	-1.9%	-6.9%	0.1%	i	12.1%	-3.6%	-4.2%
Cc1ccc(NC(=O)C(c2ccccc2)N2CCN(CC(=O)N3CCOCC3)CC2)cc1Cl (stereo not given)	-2.6%	-29.0	6.0%	12.8%	15.4%	i	-6.7%	-20.1%	?
Cc1ccc(/C=N/NC(=O)C(C)Oc2ccccc2[N+](=O)[O-])s1 (stereo not given)	-4.2%	-10.1	0.7%	?	20.5%	i	1.0%	0.3%	?
COc1ccc(CCNC(=O)Cn2ccc3cc(S(=O)(=O)N4CCCC4)ccc32)cc1OC	5.0%	-1.8	-10.7%	17.1%	1.1%	i	6.2%	-11.3%	1.7%
CC(=O)[C@@]1(O)CC[C@H]2[C@@H]3CCC4=CC(=O)CC[C@]4(C)[C@H]3[C@@H](O)C[C@@]21C	13.1%	-11.8	14.0%&-13.1%	-18.3%&4.5%	0.0%	i	?	-3.9%	?
COc1ccccc1-n1cnc2sc(-c3ccccc3)cc2c1=O	11.2%	-21.8	-3.1%	-9.3%	-8.2%	i	21.5%	51.9%[activator]	?
Cc1c(C(=O)OCC(=O)N2CC(=O)Nc3ccccc32)oc2ccccc12	-1.8%	-9.3	0.6%	-0.4%	0.0%	i	-5.4%	-9.9%	-19.3%
O=C(Nc1ccc(-c2nc3ccccc3[nH]2)cc1)c1ccc(N2C(=O)CCC2=O)cc1	-0.9%	6.0	7.3%	-76.4%[inhibitor]	0.0%	i	0.9%	4.1%	9.3%
CCOc1ccc(N2CC(C(=O)NC3=NCCS3)CC2=O)cc1 (stereo not given)	-3.6%	-14.4	-13.5%	-41.2%[inhibitor]	9.2%	i	-11.3%	0.1%	?
CCn1c(C)nc2c1C(=O)c1ccccc1C2=O	-14.8%	8.2	21.4%	18.2%	-26.8%	?	-2.8%	-12.4%	?
CC(C)(Oc1ccc(Cl)cc1)C(=O)Nc1ncccn1	6.2%	0.0	0.7%	-4.2%	13.4%	i	12.7%	1.0%	-0.8%
COc1ccc(/C=C2\CN(Cc3ccccc3)C/C(=C\c3ccc(OC)cc3OC)C2=O)c(OC)c1	-16.0%	-3.8	?	?	-0.2%	?	?	-25.7%	?
CCc1ccc(OCC2c3cc(OC)c(OC)cc3CCN2C(=O)c2ccc(S(=O)(=O)N3CCCC3)cc2)cc1 (stereo not given)	·	·	·	·	17.1%	i	·	5.1%	?
CCOc1ccc(S(=O)(=O)N(CC(N)=O)c2ccc(C)cc2)cc1	-4.9%	3.9	1.9%	1.4%[9.22 µM]	15.2%	?	-1.1%	2.4%	-0.8%
Cc1ccc(CNC(=O)C(=O)NCC2OCCCN2S(=O)(=O)c2cccs2)cc1 (stereo not given)	-8.8%	0.0	0.4%	19.1%	-5.7%	i	0.1%	-1.2%	-7.5%
CS(=O)(=O)NN1C(=O)c2ccccc2NC1c1ccccc1O (stereo not given)	27.3%	6.7	-3.7%	-8.6%	9.9%	i	11.0%	-2.9%[11.3 µM]	5.6%
CC(C)c1nc(=S)n(-c2ccccc2)[nH]1	20.1%	-9.9	-1.6%	-6.3%	8.3%	i	23.8%	13.4%	1.4%
COc1ccc(NC(=O)C2CCCN2C(=O)Nc2cccc(F)c2)cc1 (stereo not given)	0.0%	-15.4	-6.0%	4.8%	7.1%	i	9.3%	-3.5%	-7.5%

# High-throughput results deposited in PubChem by National Center for Advancing Translational Sciences (NCATS).
